# N-glyco inh: increase of ERlucT glycosylation luciferase signal, primary screen, N-linked glycosylation inhibitor project, D54 ERlucT cells, luminescence, set 2. 360,000 compounds, 0.23% hits. reporter increase, % at 12.5 µM. D54 ERlucT glycosylation luciferase reporter, 24 h; percent of 100 nM tunicamycin response. AID 588692, 2011;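 active = mean luciferase reporter signal, scaled so untreated is 0 and the glycosylation-blocking control 100, at or above a set limit in every replicate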;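 note: luciferase carries N-glycosylation sites so blocking glycosylation raises the light; 0% = median of neutral control wells and 100% = median of 100 nM tunicamycin wells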
# Exocytosis inh: LAMP-1 surface exposure blockers, TALL-104 cells – cell-based, flow cytometry, MLPCN library, primary screen | 360,000 compounds, 0.66% hits | inhibition, % at 10 µM | TALL-104 LAMP-1 surface exposure; cells stimulated with thapsigargin and PMA;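 active = inhibition above about 55%, limit read from the data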
# aDG glyco act: activators of alpha-DG glycosylation, primary screen, uHTS, Pro5-aDG cells, AlphaScreen; 360,000 compounds, 0.22% hits; alpha-DG glycosylation AlphaScreen (IIH6); 0% Pro5, 100% B10-LARGE cell signal; AID 624168, 2012; activation, % at 10 µM;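 active = activation of at least 8% versus controls, or a plate z-score of at least 8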;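 note: Pro5 are CHO cells carrying HIG-tagged alpha-DG that lacks glycosylation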
# iPSC survival up: enhancers of single-cell hiPSC survival, primary screen, ATPlite luminescence; 100% = ROCK inhibitor wells, 0% = DMSO; survival enhancement, % at 20 µM; 360,000 compounds, 0.044% hits; AID 602274, 2012; in the data active = survival enhancement above about 18%;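 note: cells exposed to compounds for 16 hours before the ATP read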
# Cardio protect: cardioprotection against H2O2-induced cell death, primary screen, uHTS, H9c2 cells, ATPLite luminescence | protection from H2O2 cell death, % at 20 µM | H9c2 cardiomyocytes, H2O2 injury protection, 2 h | 360,000 compounds, 0.63% hits | AID 588492, 2011;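 active = compounds giving at least 50% protection of heart cells from peroxide-induced death in the single-dose screen, raw or plate-pattern-corrected value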;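 note: 0% = DMSO wells with peroxide and 100% = DMSO wells without peroxide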
# HTR2A ag: mouse Htr2a agonists via beta-arrestin recruitment, primary screen, cell-based, luminescence | activation, % at 7.6 µM | 360,000 compounds, 0.66% hits | AID 624169, 2012 | CHO-K1 mHTR2A beta-arrestin complementation; percent of 30 µM serotonin response;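 active = activation above a run cutoff, the mean activation of all tested compounds plus 3 SD, cut at about 14% in these data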;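 note: 0% = plate median of compound wells and 100% = 30 µM serotonin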
# Target sequence (P35363 whole entry, looked up): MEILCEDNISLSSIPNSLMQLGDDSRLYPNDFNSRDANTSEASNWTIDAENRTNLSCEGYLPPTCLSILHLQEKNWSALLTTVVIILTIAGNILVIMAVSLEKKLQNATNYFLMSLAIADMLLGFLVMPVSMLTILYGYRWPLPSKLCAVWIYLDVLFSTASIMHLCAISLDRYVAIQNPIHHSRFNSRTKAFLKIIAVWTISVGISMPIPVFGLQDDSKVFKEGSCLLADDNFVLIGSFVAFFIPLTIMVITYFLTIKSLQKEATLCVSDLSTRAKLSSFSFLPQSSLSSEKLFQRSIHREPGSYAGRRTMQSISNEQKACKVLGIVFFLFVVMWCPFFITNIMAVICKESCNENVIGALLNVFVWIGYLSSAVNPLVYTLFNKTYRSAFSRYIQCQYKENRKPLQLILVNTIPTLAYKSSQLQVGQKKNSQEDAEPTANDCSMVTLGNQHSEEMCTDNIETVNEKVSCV
# ABCB6 inh 2: ABCB6 transporter inhibitors, primary screen, K562-ABCB6 cells, flow cytometry, MLPCN library; ATP-binding cassette sub-family B member 6 (Homo sapiens), Q9NP58; K562-ABCB6 porphyrin accumulation, 1 h; stronger effect = lower value; fluorescence ratio to DMSO, % at 10 µM; 360,000 compounds, 0.19% hits; AID 602162, 2011;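 active = fluorescence ratio to DMSO below 75%, the collection mean minus 3 SD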;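 note: signal is porphyrin accumulated inside mitochondria; 100% equals median channel fluorescence of DMSO control wells; lower ratio means ABCB6 inhibition with less porphyrin fluorescence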
# MC4R antag cAMP: MC4R antagonists of cAMP signaling, primary screen, cell-based, TR-FRET, antagonist arm of biased-ligand search; inhibition, % at 6.5 µM; MC4R-expressing cells, MTII-stimulated cAMP, LANCE TR-FRET; 360,000 compounds, 0.48% hits; Melanocortin receptor 4 (Homo sapiens), P32245;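 active = inhibition above its plate's cutoff, the mean of tested wells on that plate plus 3 SD, cut at about 29% in these data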;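 note: 0% = Melanotan II alone and 100% = Melanotan II plus saturating MCL0020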
# Target sequence (P32245 whole entry, looked up): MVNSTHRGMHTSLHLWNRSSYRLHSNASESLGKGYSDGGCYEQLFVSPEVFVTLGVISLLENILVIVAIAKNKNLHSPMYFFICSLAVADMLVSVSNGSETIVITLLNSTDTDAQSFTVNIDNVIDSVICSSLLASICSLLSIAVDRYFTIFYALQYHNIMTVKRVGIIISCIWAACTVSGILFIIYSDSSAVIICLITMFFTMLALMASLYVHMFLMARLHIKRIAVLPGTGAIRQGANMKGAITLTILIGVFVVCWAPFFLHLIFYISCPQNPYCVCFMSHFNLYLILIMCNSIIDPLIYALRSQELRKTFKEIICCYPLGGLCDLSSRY
#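 Assay system: U2OS cells stably expressing human melanocortin 4 receptor (MC4R) / Dosing: 6.5 µM / Timing: compound 30 min, challenge 1 h, detection 1 h / Measured by: Eu-cAMP/anti-cAMP TR-FRET, emission 671 nm / Replicates: singlicate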
# MC4R ag barr: MC4R agonists recruiting beta-arrestin, primary screen, cell-based, luminescence, agonist arm of biased-ligand search; U2OS MC4R beta-arrestin complementation; percent of melanotan II response, DMSO zero; activation, % at 8.9 µM; 360,000 compounds, 0.98% hits; AID 540308, 2011;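 active = activation above a per-plate cutoff, the mean activation of sample wells on that plate plus 3 SD, cut at about 8% in these data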
# ABHD5 PLIN5 PPI: ABHD5-PLIN5 interaction inhibitors, primary screen, cell lysate, split luciferase complementation, luminescence | inhibition, % at 4 µM | Split G. princeps luciferase complementation, 4 h | 360,000 compounds, 0.78% hits | AID 602281, 2012 | Perilipin-5 (Homo sapiens) + 1-acylglycerol-3-phosphate O-acyltransferase ABHD5 (Homo …;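 active = inhibition above the mean inhibition across every tested compound plus 3 SD, cut at about 22% in these data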;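 note: 0% = DMSO only wells and the 100% control is not disclosed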
# The depositor's hits bear a star; · = not tested or not shown.
SMILES,N-glyco inh,Exocytosis inh,aDG glyco act,iPSC survival up,Cardio protect,HTR2A ag,ABCB6 inh 2,MC4R antag cAMP,MC4R ag barr,ABHD5 PLIN5 PPI
Cc1ccc(N(C(=O)Cn2nnc(-c3ccc(F)cc3)n2)C(CC(C)C)C(=O)NCC2CCCO2)cc1 (stereo not drawn),-3,-1,0.5,3.0,3,0,99,2,-1.8,5
CNC[C@@H](Cc1ccccc1)NC[C@@H](CC1CCCCC1)NCCCc1ccccc1,-23,7,-0.6,-6.5,-23,0,94,1,12*,13
CC(=O)Nc1cccc(Oc2nc(C(F)(F)F)nc3ccccc23)c1,-1,21,0.1,3.4,-4,3,98,3,-1.9,7
Cc1ccc(NC(=O)c2nc3nccc(C)n3n2)c(C)c1,-1,1,-0.1,-0.6,-2,0,98,3,-0.3,1
Cc1ccc(/C=C/C(=O)Nc2sc(C)c(C)c2C(=O)OC(C)C)o1,0,55,-0.4,2.4,-10,13,99,18,1.6,7
COc1ccc(CN(CC(=O)NCc2ccco2)C(=O)CCC(=O)Nc2nccs2)cc1,-2,-1,0.4,5.8,2,8,100,7,1.5,5
CC1CCCCN1C(=O)COC(=O)C1CCN(S(=O)(=O)c2c(Cl)cccc2Cl)CC1 (stereo not drawn),-1,2,0.3,-0.1,-6,9,94,0,-0.1,1
O=C(C1CCC(=O)N(C2CCCC2)C1)N1CCC(Oc2cccc(F)c2)CC1 (stereo not drawn),-1,2,0.6,0.0,-3,4,99,3,-3.4,-10
Cc1ccc([N+](=O)[O-])cc1NC(=O)c1cccnc1,0,13,0.2,0.2,7,9,103,-3,-0.1,3
CCn1c(SCC(=O)N/N=C/c2ccc(C)o2)nnc1-c1ccccc1,-2,2,0.0,-3.5,2,2,103,-4,1.7,3
O=C(Cc1cccs1)Nc1nc2c(ccc3ccccc32)s1,-4,2,-0.1,1.3,-12,-6,86,-4,0.9,-8
O=C(Nc1ccccc1)C1CCN(C(=O)c2ccc(Br)cc2)CC1,-1,2,0.1,0.4,-5,-3,103,11,-3.3,-1
Cc1ccc(CCNC(=O)CNC(=S)N(Cc2ccccc2)Cc2cccnc2)cc1,0,2,0.0,3.2,6,7,105,3,1.2,4
Cc1ccc(CNC(=O)C2CCC(CNc3c(N4CCC(C)CC4)c(=O)c3=O)CC2)cc1 (stereo not drawn),-1,-1,0.0,0.0,0,2,96,8,-2.5,-3
Cc1c[nH]c(=O)c([N+](=O)[O-])c1,1,-5,0.1,-0.2,-2,4,94,0,0.9,3
O=C(c1cc2c(=O)n3ccccc3nc2s1)N1CCN(Cc2ccc3c(c2)OCO3)CC1,-3,12,-0.3,-0.7,7,-4,96,0,-1.5,2
CC(=O)c1ccc(OC2(C)CCN(CCOc3ccc(C)cc3)C2)cc1 (stereo not drawn),-1,13,-0.2,-0.3,-1,5,94,-9,0.5,1
O=C1CCCC2=C1C(O)(C(F)(F)F)C(=O)N2Cc1ccccc1 (stereo not drawn),0,1,0.7,0.7,-4,0,99,-6,-0.8,4
COc1ccc(C2=CC(=O)CC(C)(C)C2)cc1OC,1,2,0.7,-4.0,3,1,97,-7,0.8,7
O=C(CSc1n[nH]c(-c2cccnc2)n1)Nc1cccc(Cl)c1,-1,0,0.0,0.1,-1,-3,99,9,-0.1,4
C/C(=N\NC(=O)c1ccc2c(c1)OCO2)c1ccc(O)cc1,0,0,-0.1,-0.5,1,-3,96,10,0.1,0
CC(C)(C)C1CCN2CCCC(c3ccc([N+](=O)[O-])cc3)(C1)C21OCCO1 (stereo not drawn),·,6,0.4,-0.6,·,2,102,·,·,-15
CCn1nc(CC(=O)Nc2nnc(CC(=O)N3CCCC3)s2)c2ccccc2c1=O,-1,-1,-0.4,0.9,0,5,92,6,-1.7,5
Cc1ccccc1OCCC(=O)N1CCN(S(=O)(=O)c2ccc(Cl)cc2)CC1,-10,-3,0.3,0.3,-9,0,97,0,-0.6,-9
Cc1ccc(N2CCN(C(=O)c3ccccc3NC(=O)C3CC=CCC3C(=O)O)CC2)cc1 (stereo not drawn),5,1,-0.2,-1.0,6,9,94,-6,-1.9,4
# New compounds follow
SMILES,N-glyco inh,Exocytosis inh,aDG glyco act,iPSC survival up,Cardio protect,HTR2A ag,ABCB6 inh 2,MC4R antag cAMP,MC4R ag barr,ABHD5 PLIN5 PPI
Cc1noc(/C=C/N(C)C)c1S(=O)(=O)N1CCC(C(=O)O)CC1,0,11,-0.3,-1.2,-4,-2,168,-2,0.3,5
O=C1CCN(Cc2nnnn2CC2CCCO2)c2ccccc2N1 (stereo not drawn),1,-4,-0.3,0.2,8,3,79,-3,-0.5,-4
CC(=O)c1cccc(NC(=O)c2csc(-n3nc(C)cc3C(F)(F)F)n2)c1,1,-1,0.3,1.2,0,3,91,11,3.5,-3
CS(=O)(=O)N(CC(=O)Nc1ccccc1C(=O)N1CCOCC1)c1ccc(Cl)cc1,2,-6,0.0,0.5,-2,4,93,-4,2.1,0
Cc1ccccc1OCC(=O)N/N=C/c1ccncc1,-1,-3,-0.2,-0.3,13,0,99,10,-0.7,23*
CCOC(=O)c1c(C)n(-c2ccccc2)c2ccc(O)cc12,-4,5,-0.1,1.0,-5,-4,99,-1,-0.9,-2
CS(=O)(=O)N1CCN(c2ccc(NC(=O)COc3ccccc3[N+](=O)[O-])cc2)CC1,-5,12,0.2,0.8,39,2,98,3,-0.8,-4
Cc1ccccc1OCC1Cn2c(nc3c2c(=O)[nH]c(=O)n3C)O1 (stereo not drawn),4,1,0.0,0.1,1,12,101,2,1.7,0
CC(=O)N1N=C(c2ccccc2)CC1c1cn(C)c2ccccc12 (stereo not drawn),0,3,0.2,1.2,-1,8,89,4,-0.8,-2
CCOC(=O)c1ccc(S(=O)(=O)N2CCN(C(=O)CSc3nc4ccccc4o3)CC2)cc1,-2,2,0.5,-0.4,-6,2,96,17,1.0,-3
COc1ccc(Nc2nc(N)c([N+](=O)[O-])c(N3CCN(C)CC3)n2)cc1,-1,10,-0.2,1.7,12,-13,96,-3,-1.0,-4
CN(C)S(=O)(=O)c1cccc(N2C(=O)CC3(CCCCC3)CC2=O)c1,0,1,-0.1,-2.1,-4,11,98,-10,3.4,8
CCC1(c2ccccc2)C(=O)N=C(N)N(C#N)C1=O (stereo not drawn),2,0,0.2,-3.6,0,6,101,9,-2.3,-3
CSc1cccc(NC(=O)CN(c2ccc(C)cc2C)S(C)(=O)=O)c1,-2,16,-0.2,0.8,-7,4,104,11,10*,-4
COc1ccc(OC)c(NC(=O)CS(=O)(=O)c2ccccc2)c1,1,2,-0.4,-2.9,1,9,99,12,-2.0,6
O=C(CN1C(=O)CCS(=O)(=O)c2ccccc21)NCc1ccc(F)cc1,-1,1,0.0,-3.0,2,6,98,7,-0.9,-2
NC(=O)C1CCN(C(=O)/C(=C/c2ccccc2)NC(=O)c2ccccc2)CC1,0,-1,-0.2,1.1,11,7,90,2,-0.7,3
O=C(COC(=O)CC1CCCC1)Nc1cc2c(cc1Cl)C(=O)c1ccccc1C2=O,5,1,0.6,3.0,-3,7,108,2,0.8,2
CC(c1ccccc1)C1CC(=O)N(c2ccc(C(=O)O)cc2)C1=O (stereo not drawn),3,-4,-0.2,-0.8,7,1,101,8,-2.1,0
CCn1c(=O)cc(OCC(=O)N2CCN(c3cccc(C(F)(F)F)c3)CC2)c2ccccc21,4,10,0.4,4.4,36,-4,101,-5,0.5,5
N#Cc1nc(-c2cccs2)oc1NCc1ccccc1,-3,-4,0.1,1.4,-8,-1,102,-3,-0.1,-1
Cc1ccc2oc(=O)c3cnn(CC(=O)NC4CCC(C)CC4)c3c2c1 (stereo not drawn),-1,11,0.2,-0.8,-5,-4,104,1,1.1,-10
CC(C)[C@@H]1CC[C@@H](C)C[C@H]1OC(=O)C[n+]1cc(-c2ccc(Cl)cc2)n2c1CCCCC2,5,20,0.0,-0.8,-17,-6,92,4,59*,13
CC(C)(C)NC(=O)C(c1ccncc1)N(C(=O)c1csnn1)C1CC1 (stereo not drawn),0,-1,0.0,-1.0,0,1,100,12,-0.4,3
COc1ccc2oc(C)c(NC(C)=O)c2c1,2,0,-0.1,1.7,10,-2,100,6,-1.9,-10
# The results go on.
SMILES,N-glyco inh,Exocytosis inh,aDG glyco act,iPSC survival up,Cardio protect,HTR2A ag,ABCB6 inh 2,MC4R antag cAMP,MC4R ag barr,ABHD5 PLIN5 PPI
CC(C)(CO)CNC(=O)CCc1nnc(Cc2ccc(-c3ccccc3)cc2)o1,0,3,-0.4,0.6,10,-2,109,8,0.1,6
O=C(O)COc1ccc(NC(=O)c2ccc3c(c2)C(=O)N(CC2CCCO2)C3=O)cc1 (stereo not drawn),0,-1,0.5,-2.9,-4,-3,99,-5,-3.0,-2
COc1cccc2c1OC1(C)CC2NC(=O)N1 (stereo not drawn),-1,-5,-0.2,0.5,-1,3,91,-3,4.2,4
C=CCSc1nnc(-c2ccc([N+](=O)[O-])cc2)o1,-2,2,0.3,-1.7,-4,-5,102,2,4.4,8
CCn1c(SCC(=O)N2CCCC(C)C2)nnc1-c1ccc(S(=O)(=O)N2CCN(C)CC2)cc1 (stereo not drawn),-1,7,0.0,1.8,-4,-3,94,18,-3.4,-4
O=c1cc2c(nn1Cc1ccc(Cl)cc1)-c1ccccc1CC2,-2,-1,0.7,-3.1,-5,-3,113,-2,-0.2,4
O=C(/C=C/c1ccccc1)N1CCN(S(=O)(=O)c2ccc(F)cc2)CC1,3,-2,0.0,0.8,-4,5,95,9,-1.6,-3
COCCNC(=O)c1ccc(S(=O)(=O)c2ccc(Cl)cc2)c(NC(C)=O)c1,1,-1,0.0,-0.1,0,2,100,0,-1.3,-3
CCOc1ccc(C(C)NC(=O)c2cccs2)cc1OCC (stereo not drawn),-1,1,0.1,-0.2,-1,8,94,1,-0.3,0
O=C1NC2(CCCCCC2)C(=O)N1CCS(=O)(=O)Oc1ccccc1,0,0,-0.2,11,8,3,96,19,1.3,-5

# Just HTR2A ag, MC4R ag barr and MC4R antag cAMP, for some of the entries so far:
Structure	HTR2A ag	MC4R ag barr	MC4R antag cAMP
Cc1ccc2oc(=O)c3cnn(CC(=O)NC4CCC(C)CC4)c3c2c1 (stereo not drawn)	-4	1.1	1
CC(=O)Nc1cccc(Oc2nc(C(F)(F)F)nc3ccccc23)c1	3	-1.9	3

# Screens deposited in PubChem by several laboratories.
